Screening data deposited in PubChem BioAssay by National Center for Advancing Translational Sciences (NCATS).
12-LOX inh: Primary qHTS assay for inhibitors of human arachidonate 12S-lipoxygenase (ALOX12): Round 2; Polyunsaturated fatty acid lipoxygenase ALOX12 (Homo sapiens), P18054; purified 12hLO, xylenol orange hydroperoxide absorbance; Potency, µM (top dose mostly 108 µM), without a hit: at the highest dose activity change, negative = inhibition, usual class: inhibitors; 580,000 tested, 1.1% active; AID 1671190, 2021; note: potency is the fitted concentration of half-maximal effect; % is set by controls: 0 for no effect and ±100 for the full control effect
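Purified human 12hLO at 150 nM in 25 mM Hepes, 0.01% Triton X-100, pH 7.0, preincubated 15 min at room temperature with compound. Reaction started with 40 uM arachidonic acid, 30 min at room temperature. Hydroperoxide measured by Fe-xylenol orange, 573/405 nm absorbance ratio.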
GLS inhibitor: qHTS for Inhibitors of Glutaminase (GLS) | Glutaminase kidney isoform, mitochondrial (Homo sapiens), O94925 | GLS enzymatic activity, qHTS titration | Potency, µM (titrated, usually from 45.5 µM), for inactives: top-dose activity change, negative = inhibition, actives largely listed as inhibitors | 410,000 tested, 0.21% active | AID 624170, 2012; note: potency is the fitted concentration of half-maximal effect; % is set by controls: 0 for no effect and ±100 for the full control effect
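Read-out is an Amplex red fluorescence increase coupled through glutamate oxidase and HRP, measured before and after 30 min room-temperature incubation. hKGA is in 45 mM KH2PO4 (pH 8.2) with 0.02% Tween-20; glutamine added as 1mM solution.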
RGS4 inh: Inhibitors of Regulator of G Protein Signaling (RGS) 4: qHTS; Regulator of G-protein signaling 4 (Homo sapiens), P49798; Transcreener GDP fluorescence polarization, RGS4-accelerated GTP hydrolysis; Potency, µM (doses to about 114 µM), for the others: at the highest dose activity change, negative = inhibition, hits mostly inhibitors; 390,000 tested, 0.039% active; AID 504845, 2011; note: potency is the fitted concentration of half-maximal effect; % is set by controls: 0 for no effect and ±100 for the full control effect; nearly all actives have a fitted effect of over 75% in size; some results filed as inactive show a strong effect at the top dose
Target sequence (P49798 whole entry, looked up): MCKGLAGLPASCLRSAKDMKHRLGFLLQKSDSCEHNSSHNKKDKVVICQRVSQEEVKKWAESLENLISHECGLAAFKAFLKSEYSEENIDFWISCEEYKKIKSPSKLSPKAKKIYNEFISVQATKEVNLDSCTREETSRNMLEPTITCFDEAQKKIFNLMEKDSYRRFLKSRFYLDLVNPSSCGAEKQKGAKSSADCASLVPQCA
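MLSMR compounds (23 nl, pin-transferred) preincubated 10 min at room temperature with a 500nM (2x) first reagent, then RGS4 at 900nM (2x) plus Transcreener GDP mix added; fluorescence polarization (620/688 nm) read before and after 90 min at 30 °C.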
ERG-DNA inh: qHTS for Small Molecule Inhibitors of the ERG Ets/DNA interaction | Transcriptional regulator ERG (Homo sapiens), P11308 | fluorescence polarization, His-ERG Ets domain / labelled DNA | Potency, µM (highest dose often 76.9 µM), for the others: top-dose FP activity, negative = inhibition, most hits filed as inhibitors | 370,000 tested, 0.028% active | AID 624246, 2012; active = well fitted inhibition curve with a large enough effect in the polarisation, with a control signal flat; inconclusive = small, poorly fitted or top-dose-only effect, or effect the other way, or a change in a side signal; inactive = no such curve, though single readings can be large or run the other way; the % refers to the polarisation;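 note: polarization taken with two DNA probes labelled with fluorescein and Texas red; potency is the fitted concentration of half-maximal effect; % of control where 0% means no effect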
Target sequence (P11308 whole entry, looked up, the tested form may be a part): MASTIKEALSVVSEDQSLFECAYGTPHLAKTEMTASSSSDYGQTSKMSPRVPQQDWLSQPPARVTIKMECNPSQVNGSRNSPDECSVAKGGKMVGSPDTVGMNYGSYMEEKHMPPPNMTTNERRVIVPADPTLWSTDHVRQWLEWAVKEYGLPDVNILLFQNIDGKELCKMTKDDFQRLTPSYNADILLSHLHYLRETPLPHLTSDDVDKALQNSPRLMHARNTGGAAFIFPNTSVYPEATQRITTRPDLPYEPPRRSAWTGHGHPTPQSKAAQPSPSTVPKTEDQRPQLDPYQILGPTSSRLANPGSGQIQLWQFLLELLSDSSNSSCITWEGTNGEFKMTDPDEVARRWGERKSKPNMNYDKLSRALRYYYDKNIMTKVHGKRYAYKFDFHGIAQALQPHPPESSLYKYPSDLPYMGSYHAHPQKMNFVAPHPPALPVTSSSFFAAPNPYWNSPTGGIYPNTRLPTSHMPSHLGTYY
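His-tagged ERG Ets domain (1 uM in the protein solution; 300mM KCl, 50mM Tris-HCl, 1mM EDTA, 1mM DTT, pH 7.5) received compound, then a probe mix of 5 nM fluorescein-DNA and 100nM Texas-615-DNA. Fluorescence polarization was read for both dyes.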
BAZ2B inh: qHTS Assay for Inhibitors of BAZ2B | AlphaScreen BAZ2B-H3K14Ac peptide displacement | Potency, µM (titrated, usually from 114 µM), for inactives: at the top dose activity change, negative = inhibition, hits mostly inhibitors | AID 504333, 2011 | Bromodomain adjacent to zinc finger domain protein 2B (Homo sapiens), Q9UIF8 | 360,000 tested, 4.4% active; note: potency is the fitted concentration of half-maximal effect; % is set by controls: 0 for no effect and ±100 for the full control effect; nearly all actives have a fitted effect of over 60% in size
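AlphaScreen displacement: compounds (up to 110uM) incubated 30 min at room temperature with a preformed 50 nM BAZ2B/50 nM biotinylated H3K14Ac peptide complex in PBS pH 7.4 with Tween-20. Donor and acceptor beads at 10 ug/mL final added, 20 min light-protected before reading.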
G9a inh: qHTS Assay for Inhibitors of Histone Lysine Methyltransferase G9a; Potency, µM (highest dose often 102 µM), for the others: at the top dose activity, negative = inhibition, hits mostly inhibitors; 350,000 tested, 8.8% active; AID 504332, 2011; Histone-lysine N-methyltransferase EHMT2 (Homo sapiens), Q96KQ7; G9a H3K9 monomethylation, AlphaScreen, 2 h; note: potency is the fitted concentration of half-maximal effect; % is set by controls: 0 for no effect and ±100 for the full control effect; nearly all actives have a fitted effect of over 75% in size
Target sequence (Q96KQ7 913-1193 limits assumed): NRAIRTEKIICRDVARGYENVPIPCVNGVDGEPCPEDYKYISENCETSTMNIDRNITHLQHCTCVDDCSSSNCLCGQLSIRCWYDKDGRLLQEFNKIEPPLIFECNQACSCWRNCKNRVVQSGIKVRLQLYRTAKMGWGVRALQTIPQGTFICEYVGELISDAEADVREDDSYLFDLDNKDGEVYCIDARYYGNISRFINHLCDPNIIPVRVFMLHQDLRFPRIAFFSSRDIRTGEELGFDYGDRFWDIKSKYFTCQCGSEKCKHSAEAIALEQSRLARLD
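G9a (20 nM) was preincubated 15 min with compound, then reacted 2 h at room temperature with 500 nM biotin-H3K9 peptide and 20 µM SAM. Monomethyl-H3K9 detected by AlphaScreen using anti-H3K9me1 antibody.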
JMJD2A Tudor inh: qHTS Assay for Inhibitors of JMJD2A-Tudor Domain | Lysine-specific demethylase 4A (Homo sapiens), O75164 | AlphaScreen JMJD2A-Tudor / H3K4me3 peptide binding | Potency, µM (series often up to 114 µM), without a hit: at the highest dose activity change, negative = inhibition, actives largely listed as inhibitors | 390,000 tested, 4.4% active; note: potency is the fitted concentration of half-maximal effect; % is set by controls: 0 for no effect and ±100 for the full control effect; nearly all actives have a fitted effect of over 50% in size
HP1b binding inh: HTS for Inhibitors of HP1-beta Chromodomain Interactions with Methylated Histone Tails; Chromobox protein homolog 1 (Homo sapiens), P83916; AlphaScreen HP1-beta / biotin-H3K9me3 peptide binding; Potency, µM (top dose mostly 114 µM), for inactives: at the highest dose activity change, negative = inhibition, usual class: inhibitors; 390,000 tested, 0.56% active; note: potency is the fitted concentration of half-maximal effect; nearly all actives have a fitted effect of over 70% in size; inactives centre near 23
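Compound inhibition of the preformed complex between 50 nM HP1-beta and 50 nM biotinylated H3K9me3 peptide was read by AlphaScreen. Buffer was PBS pH 7.4 with 0.01% Tween-20. Incubations ran 30 min at room temperature, with 10 ug/mL donor/acceptor beads.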
PI4K2A inh: qHTS for small molecular inhibitors of PI4K2A | purified PI4K2A, ADP-Glo luminescence, 1 h; active compounds read low | activity change, negative = inhibition, % at 76.9 µM | 420,000 tested, 0.13% active | AID 1346378, 2018; in the data active = activity change below about -50%; inconclusive = mostly about -30% to -49%;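 note: -100% = wells without enzyme as full effect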
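PI4K2A activity was measured by ADP-Glo luminescence: enzyme (4 ug/mL stock) and phosphatidylinositol (1.2 mM stock) in Tris pH 7.5/MgCl2/EGTA/Triton X-100 buffer were reacted with ATP (300 microM stock) for one hour at ambient temperature.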
Numbers without * were called inactive; ? = inconclusive; . = not tested or not shown; & = joins results of further samples; [ ] = dose if it differs, or a comment. Unless noted, calls come from the whole dose curve; as a rule, active = well fitted curve in the direction sought with a large enough effect; inconclusive = small, poorly fitted or top-dose-only effect, or another doubt; inactive = no such curve, though single readings can be large; an effect the other way counts as inactive or inconclusive.

item	SMILES	12-LOX inh	GLS inhibitor	RGS4 inh	ERG-DNA inh	BAZ2B inh	G9a inh	JMJD2A Tudor inh	HP1b binding inh	PI4K2A inh
1	COc1cccc2cc(C(=O)OCC(=O)NCc3ccc4c(c3)OCO4)c(=O)oc12	?	1%	-23%[56.9 µM]	4%	-9%	?	-11%	59%[activator]	-6
2	CC1Cc2ccccc2N1C(=O)COC(=O)c1cccnc1Cl (stereo unspecified)	11%	-4%	6%	-4%	-6%	62%[activator][59 µM]	-4%	26%	-5
3	Cc1ccnc(SCC(=O)c2ccc([N+](=O)[O-])cc2)n1	?	6%	-35%	-7%	?	13µM*	-29%	10%	4
4	O=C1OCCN1C(=O)[C@H]1[C@H](c2ccc(F)cc2)C(c2ccc(F)cc2)=NN1c1ccc(Br)cc1	.	-9%	-7%	7%	10%	106%[activator][59 µM]	41%[activator]	83%[activator]	-4
5	Cc1cc(Cl)ccc1OCC(=O)OCC(=O)NC1CCS(=O)(=O)C1 (stereo unspecified)	-30%	0%	-4%	2%	-3%	21%[59 µM]	11%	26%	-3
6	Cc1ccc(NC(=O)CC2C(=O)NC3CCCCC3N2C(=O)c2ccc(F)cc2)cc1C (stereo unspecified)	-22%	5%	31%	-13%	11%	-32%[2.33 µM]	4%	15%	6
7	O=C(NCc1ccc(F)cc1)C1CCC(=O)N1CCc1ccccc1 (stereo unspecified)	0%	-2%	-23%	-8%	12%	9%	6%	39%[activator]	10
8	CCOc1ccc(CNC(=O)C2CCCN(S(=O)(=O)N(CC)c3ccc(OCC)cc3)C2)cc1 (stereo unspecified)	?	0%	20%	0%	-10%	-17%[59 µM]	-11%	29%	3
9	CC(=O)Nc1nnc(C)s1	11%	-11%	?	-4%	3%	4%[59 µM]	1%	38%	5
10	O=C(CSc1nnc(-c2ccc(O)cc2)o1)Nc1ccccc1	5%	-9%	0%	10%	0%	2%	-6%	19%	0
11	COCCn1c(C)cc(O)c(C(c2ccc(Cl)cc2)N2CCCCC2)c1=O (stereo unspecified)	2%	3%	-10%	0%	5%	?	-20%	25%[57 µM]	-1
12	CN1CCN(C(=O)c2ccccc2N(Cc2ccccc2)S(C)(=O)=O)CC1	0%	3%	-6%	-9%	-4%	13%[12.7 µM]	-5%	42%	-7
13	Cc1ccc(CNC(=O)CN2C(=O)CSc3c2c(C)nn3-c2ccccc2)cc1	-22%	-8%	19%	1%	-3%	10%[59 µM]	-33%	-16%	0
14	COc1ccc(S(=O)(=O)N2CCCOC2CNC(=O)C(=O)NCCCN2CCOCC2)cc1 (stereo unspecified)	34%[activator]	7%	1%	-2%	6%	.	-4%	13%	-3
15	CCc1ccc(N2CC(C(=O)Nc3ccc4c(c3)OCCO4)CC2=O)cc1 (stereo unspecified)	-10%	-7%	2%	0%	5%	?	-6%	14%	-5
16	Cn1c(SCC(=O)Nc2cccnc2)nnc1-c1ccccc1F	-5%	2%	-17%	-2%	.	24%	-11%	20%	3
17	Cc1cccc(NC(=O)N2CCC(CN3CCCCCC3)CC2)c1C	?	-10%	-14%	-1%	-2%	?	-25%	12%	4
18	O=C(O)c1ccc(OCC2CCCO2)cc1 (stereo unspecified)	0%	3%	21%	-8%	4%	28%	-4%	29%	-4
19	CCOc1cccc(NC(=O)/C(C#N)=C/c2cccnc2)c1	-4%	4%	28%	9%	-5%	-5%[59 µM]	-13%	19%	0
20	CCCCSc1nnc([C@@H]2CCCN2C(=O)OC(C)(C)C)o1	-3%	-3%	-7%	-10%	62%[activator]	15%	21%	57%[activator]	5
21	CCCCN(Cc1ccco1)S(=O)(=O)c1csc(C(N)=O)c1	7%	1%	-7%	-8%	?	-3%	-16%	4%	-7
22	COc1ccc(C(CNC(=O)c2cccc(NS(=O)(=O)c3ccc(Br)cc3)c2)N(C)C)cc1 (stereo unspecified)	?	9%	4%	-3%	-5%	8%[0.501 µM]	-20%	-3%	-1
23	Cc1ccc(-c2csc(N3CCC(C(N)=O)CC3)n2)cc1	-19%	5%	28%	.	-11%	-35%[12.7 µM]	-24%	13%	0
24	CCN1CCN(C(=O)NC2CCCCC2)CC1	?	0%	31%	3%	?	.	28µM*	?	0
25	O=C(O)C1=C[C@H](c2ccc(Br)cc2)C[C@H](OCc2ccc(CO)cc2)O1	-7%	0%	-6%	2%	-18%	.	-15%	53%[activator]	3
26	Cc1csc(SCC(=O)N(C)C2CCS(=O)(=O)C2)n1 (stereo unspecified)	6%	8%	-9%	0%	-2%	-37%	7%	42%[activator]	-1
27	CC1CC1C(=O)OCC(=O)N(C)c1c(N)n(Cc2ccccc2)c(=O)[nH]c1=O (stereo unspecified)	6%	6%	4%	0%	12%	-7%	-3%	22%	-3
28	CCOC(=O)N1CCC(NS(=O)(=O)c2cc(Br)cnc2N)CC1	1%	-1%	-8%	4%	3%	-2%	-10%	12%	-22
29	CC(=O)Cn1ncc(N2CCOCC2)cc1=O	-2%	0%	4%	0%	-25%	-20%	1%	18%	-5
30	COc1ccc(CN2CCN(c3ccccn3)CC2)c(OC)c1C	-1%&-17%	14%&11%	-13%&20%	15%&7%	50µM*	.	56µM*	?	1&2
31	OC1CCN(CC(O)C(F)(F)F)CC1 (stereo unspecified)	0%	3%	3%	-2%	-5%	-1%	-11%	13%	3
32	Cc1nn(C(=O)c2c(F)cccc2F)c(C)c1S(=O)(=O)N1CCCCCC1	-24%	0%	-6%	-2%	42%[activator]	30%[59 µM]	33%	44%[57 µM]	4
33	CCOC(=O)C1=C(C)NC(C)=C(C(=O)OCC)C1C(=O)OCC(=O)N(C)Cc1ccccc1	11%	7%	5%	5%	.	.	-7%	1%	-3
34	CCOC(=O)c1ncccc1NC(=O)CC(=O)Nc1cccnc1C(=O)OCC	139%[activator]	10%	15%	6%	.	.	13µM*	20%	4
35	CC1CCCN(c2cc3c(cc2F)c(=O)c(S(=O)(=O)c2cccc(Cl)c2)cn3C)C1 (stereo unspecified)	-29%	6%	-4%	-1%	2%	3%[59 µM]	2%	15%	-7
36	O=C(N/N=C/c1ccc(O)c(O)c1)NC12CC3CC(CC(C3)C1)C2	0%	23%	-1%	-10%	?	12%[2.33 µM]	?	-11%	3
37	Cc1nc2c(c(=O)n1CCC1=CCCCC1)c1nc3ccccc3nc1n2/N=C/c1ccco1	0%	-4%	?	2%	?	?	-23%	17%	-8
38	CCN(CC)c1c([N+](=O)[O-])ncn1C	-9%	5%	-12%	4%	3%	5%[12.7 µM]	-3%	42%[activator]	1
39	O=C(NNC(=O)C1CCN(S(=O)(=O)c2ccc(Cl)cc2)CC1)c1ccncc1	-21%	0%	-7%	-11%	?	-13%	-1%	41%[activator]	-1
40	O=C(CCCOc1ccccc1)Nc1nccs1	12%	20%	15%	3%	-7%	-9%	-10%	9%	-10
41	CCOC(=O)C1CCCN(S(=O)(=O)c2ccc3c(c2)NC(=O)CO3)C1 (stereo unspecified)	11%	-3%	-2%[11.4 µM]	18%	-14%	47%	0%	47%[activator]	10
42	COc1ccc(CN=CC2=C(O)CC(C)(C)CC2=O)cc1	-21%	-1%	10%	-2%	9%	11%	-10%	14%	4
43	Cc1ccc(O)c(Nc2ncnc3ccc([N+](=O)[O-])cc23)c1	-3%	-5%	-3%	1%	-31%	-5%	-33%	-10%	-11
44	Fc1ccc(C(c2nnnn2C2CCCC2)N2CCN(Cc3ccncc3)CC2)cc1 (stereo unspecified)	?	16%	19%	6%	-2%	?	-12%	23%	6
45	CC[C@@H]1C=C(C(=O)O)[C@H](c2ccc(C)cc2)N1S(=O)(=O)c1ccc(C)cc1	-9%	17%	25%	1%	.	.	-13%	22%	-1
46	O=C(Oc1ccc(OC(=O)N2CCCCC2)cc1)c1ccccc1	21%	1%	-5%	.	-3%	8%[59 µM]	0%	30%	1
47	O=C(NC1CCCc2ccccc21)C1CCC(CNc2c(N3CCOCC3)c(=O)c2=O)CC1 (stereo unspecified)	5%	5%	6%	0%	9%	-8%	-8%	43%[activator]	-3
48	O=C(N/N=C\c1cc2c(cc1Cl)OCO2)c1cccnc1	8%	-1%	-7%	-19%	1%	.	-7%	46%[activator]	-1

A portion of the library (hit frequency here may not be typical).
